# Assay outcomes deposited in PubChem by several laboratories.
# IEC-6 cytotox: kills IEC-6 intestinal cells in KLF5 counter-screen; actives 0.78% (n = 290,000); inhibition, % at 5 µM; IEC-6 cytotoxicity, luminescence viability; in the data active means inhibition above about 22%;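 further: 0% = plate median of test compound wells and 100% = cytotoxic reference compound wells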
# MrgX1 antagonist: human MrgX1 receptor antagonism, primary screen. Q96LB2. B-score at 10 µM. MRGX1-HEK293 calcium flux, Fluo-4, BAM8-22 antagonism; stronger effect = lower value. AID 588676. actives 1.3% (n = 310,000);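 active means calcium-response B-score plate-corrected more than 3 library SD below zero, starting fluorescence within 5 deviations, no agonist response on first addition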;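 further: peak minus trough fluorescence over baseline after final BAM8-22 challenge near maximal dose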
# aSyn UTR inh: 5' untranslated region of α-synuclein, MLPCN primary screen; alpha-synuclein 5'UTR reporter, inhibitor activity; inhibition, % (tested at 7.5 µM); actives 0.82% (n = 300,000); AID 1813; in the data active means inhibition above about 60%;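 further: H4 neuroglioblastoma cells stably carrying SNCA 5'UTR luciferase fusion; 0% = DMSO wells and 100% = positive control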
# KLF5 inh: inhibitors of KLF5 expression. actives 0.23% (n = 290,000). inhibition, % at 5 µM. DLD-1 KLF5 promoter-luciferase reporter, luminescence;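 active means inhibition above a per-plate limit of that plate's mean compound inhibition plus 3 SD, cut at about 60% in these data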;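 further: 0% = DMSO wells and 100% = LY294002 at 200 µM; higher means less KLF5 promoter-driven luciferase light; inactives centre near -14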
# TRPC4 inh: blocks the mouse TRPC4 cation channel | Q9QUQ5 | B-score at 10 µM | actives 0.39% (n = 300,000) | HEK293 TRPC4beta/mu-opioid, DAMGO-evoked Fluo4 calcium flux; stronger effect = lower value;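 active means B-score over 3 SD under the library average, no early fluorescence shift, positive overall ratio signal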
# Target sequence (Q9QUQ5 whole entry, looked up): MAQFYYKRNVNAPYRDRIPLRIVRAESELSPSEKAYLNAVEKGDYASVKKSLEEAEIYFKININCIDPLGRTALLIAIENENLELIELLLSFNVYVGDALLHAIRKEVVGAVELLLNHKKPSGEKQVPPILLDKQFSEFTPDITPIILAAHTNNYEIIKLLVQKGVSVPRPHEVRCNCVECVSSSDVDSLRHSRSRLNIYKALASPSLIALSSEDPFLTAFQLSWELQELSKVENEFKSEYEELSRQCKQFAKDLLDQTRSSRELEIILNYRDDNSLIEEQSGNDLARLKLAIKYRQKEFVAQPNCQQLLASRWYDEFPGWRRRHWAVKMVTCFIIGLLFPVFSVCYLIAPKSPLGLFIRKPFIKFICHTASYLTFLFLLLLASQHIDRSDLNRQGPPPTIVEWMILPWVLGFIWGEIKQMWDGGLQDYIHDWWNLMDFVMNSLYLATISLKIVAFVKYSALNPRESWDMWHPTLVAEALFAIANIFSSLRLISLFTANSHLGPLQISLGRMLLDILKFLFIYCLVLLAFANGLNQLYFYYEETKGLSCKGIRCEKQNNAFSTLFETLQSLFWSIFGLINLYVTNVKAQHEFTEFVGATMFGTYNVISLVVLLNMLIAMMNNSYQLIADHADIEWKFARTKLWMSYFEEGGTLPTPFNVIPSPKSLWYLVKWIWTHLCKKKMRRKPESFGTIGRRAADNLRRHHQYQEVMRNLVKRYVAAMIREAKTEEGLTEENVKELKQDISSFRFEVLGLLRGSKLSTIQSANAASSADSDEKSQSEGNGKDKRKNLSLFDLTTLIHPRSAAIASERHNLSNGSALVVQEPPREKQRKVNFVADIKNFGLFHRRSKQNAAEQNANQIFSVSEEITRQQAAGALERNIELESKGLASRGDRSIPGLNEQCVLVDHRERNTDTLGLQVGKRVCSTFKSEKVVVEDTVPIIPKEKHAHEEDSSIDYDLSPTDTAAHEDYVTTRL
#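 test system = HEK293 cells with stable TRPC4beta plus mu-opioid receptor expression | detection = Fluo4 Ca2+ flux fluorescence | read-out = integrated fluorescence ratio relative to baseline, converted to per-well B score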
# TRPC6 act: activators of mouse TRPC6 channel | HEK293-TRPC6 membrane potential dye fluorescence; stronger effect = higher value | B-score at 10 µM | actives 0.13% (n = 310,000) | AID 2550;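 active means B-score of the integrated fluorescence ratio above library mean plus 3 SD, and starting fluorescence ratio within library mean plus 5 SD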;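 further: higher score means more depolarization so channel activation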
# HIF act: HIF pathway transcriptional activation; actives 0.32% (n = 300,000); U2OS HRE-luciferase reporter, luminescence; normalized: DMSO 0%, desferrioxamine 100%; activation, % at 7.5 µM (by protocol);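 active means mean activation of at least 10% of the iron chelator positive control signal, with at least half of replicates also reaching 10%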
# TRPC6 inhibitor: blocks the mouse TRPC6 cation channel; Q61143; HEK293-TRPC6, membrane potential dye, ACh-evoked depolarization; stronger effect = lower value; B-score at 10 µM; actives 1.1% (n = 310,000); AID 2553;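 active means B-score under library mean minus 3 SD, initial fluorescence not abnormally high, positive integrated signal ratio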;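 further: B-score derived from integrated fluorescence ratio over the kinetic read; more negative B-score means stronger inhibition of depolarization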
# TRPC4 act: activators of mouse TRPC4 channel; Q9QUQ5; HEK293 TRPC4beta/mu-opioid, Fluo4 calcium fluorescence; stronger effect = higher value; B-score at 10 µM; actives 0.49% (n = 310,000);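 active means B-score above 5 SD of library B-scores, and initial fluorescence ratio not above library mean plus 5 SD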;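 further: positive B-score marks a calcium rise read as TRPC4 activation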
#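 Technique: kinetic Fluo4 calcium fluorescence; Test system: TRPC4beta and mu-opioid receptor HEK293 stable cells; Measure: B-scored integrated calcium fluorescence ratio; Benchmarks: low control buffer alone, high control maximal DAMGO; Schedule: 45 min room-temperature Fluo4 loading, 110 s read.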
# SKKanGAS inh: SKKanGAS growth inhibition. S. pyogenes SKKanGAS, kanamycin growth, BacTiter-Glo, 6 h. inhibition, % at 7.5 µM. actives 1.3% (n = 300,000);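 active means mean replicate score, as percent of positive control median, at least 50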;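 further: strain carries kanamycin resistance gene driven by streptokinase promoter and grows in 40 µg/ml kanamycin; loss of luminescence reflects streptokinase promoter inhibition or plain growth inhibition; 0% = median of DMSO wells and 100% = positive control at its reference dose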
# TRPC4 potent: allosteric potentiators of mouse TRPC4 channel | Q9QUQ5 | HEK293 TRPC4beta/mu-opioid, DAMGO EC20, Fluo-4 Ca2+ flux; stronger effect = higher value | B-score at 10 µM | actives 0.42% (n = 310,000) | AID 2227;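 active means B-score of calcium response area above 5 SD of library B-scores, with initial fluorescence ratio within 5 SD of library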;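 further: B-score of integrated fluorescence ratio over time as area under calcium response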
# An asterisk follows results filed as active; i = inactive; nt = no result given.
# Values in the order – IEC-6 cytotox, MrgX1 antagonist, aSyn UTR inh, KLF5 inh, TRPC4 inh, TRPC6 act, HIF act, TRPC6 inhibitor, TRPC4 act, SKKanGAS inh, TRPC4 potent
- O=C(O)Cn1nnc(-c2cccs2)n1
 : -3, i, -22, -36, i, i, 0.0, i, i, -4, i
- COc1cc(CNCCN2CCOCC2)ccc1OCc1ccc(Cl)cc1
 : 2, i, -36, -38, i, i, 0.2, i, i, -2, i
- CC(=O)c1ccc(-n2ccc(=O)cc2)cc1
 : -6, i, -9, -37, i, i, -4.7, i, i, -2, i
- Cc1ccc(Cn2c(C)cc3c(c2=O)C(c2cccs2)C(C#N)=C(N)O3)cc1 (stereo not drawn)
 : -2, i, -26, -23, i, i, -0.2, i, i, -8, i
- CCOC(=O)NC1(NCc2ccccc2)Oc2ccccc2O1
 : -6, i, -59, 6, nt, nt, nt, nt, nt, -9, nt
- O=C1C2CC=CCC2C(=O)N1c1n[nH]c(-c2ccccc2)n1 (stereo not drawn)
 : -1, i, 7, -1, i, i, -0.1, i, i, -3, i
- O=C(Nc1ccccc1)Nc1ccc(C(F)(F)F)cn1
 : 3, i, -120, -17, i, i, 0.6, i, i, -10, i
- O=C(CCCCCn1c(=S)[nH]c2ccsc2c1=O)NC1CCCCC1
 : 0, i, 27, -36, i, i, -0.2, i, i, 3, i
- COc1cccc(CNC(=O)Cn2ccc3cc(S(=O)(=O)N4CCCCCC4)ccc32)c1
 : 4, i, 3, -5, i, i, -0.6, i, i, 1, i
- Cc1ccc(S(=O)(=O)Nc2ccc(NC(=O)c3ccc(F)cc3)cc2)cc1
 : 6, i, -6, -27, nt, i, -1.2, i, i, -9, i

# Fetched one by one from the list above, two records:
# Values in the order – IEC-6 cytotox, MrgX1 antagonist, aSyn UTR inh, KLF5 inh, TRPC4 inh, TRPC6 act, HIF act, TRPC6 inhibitor, TRPC4 act, SKKanGAS inh, TRPC4 potent
- COc1cc(CNCCN2CCOCC2)ccc1OCc1ccc(Cl)cc1
 : 2, i, -36, -38, i, i, 0.2, i, i, -2, i
- O=C(O)Cn1nnc(-c2cccs2)n1
 : -3, i, -22, -36, i, i, 0.0, i, i, -4, i

# The list continues.
# Values in the order – IEC-6 cytotox, MrgX1 antagonist, aSyn UTR inh, KLF5 inh, TRPC4 inh, TRPC6 act, HIF act, TRPC6 inhibitor, TRPC4 act, SKKanGAS inh, TRPC4 potent
- O=C(NC1CC1)C1CC(=O)N(c2ccccc2)C1 (stereo not drawn)
 : 6, i, 8, -16, i, i, -0.1, i, i, -1, i
- Cc1c(NC(=O)CSc2nnnn2-c2ccc(F)cc2)c(=O)n(-c2ccccc2)n1C
 : -9, i, 30, -18, i, i, 0.3, i, i, 4, i
- COCCCN(Cc1ccco1)C(=O)Cn1ncc2c([nH]c3ccccc32)c1=O
 : 2, i, 18, -6, i, i, -0.3, i, i, 1, i
- Cn1c(C(=O)OC(C(=O)NC2CCCCC2)c2ccncc2)cc2sccc21 (stereo not drawn)
 : 3, i, 26, -17, i, i, -0.2, i, i, -5, i
- O=C(NCc1ccccc1)c1ccc2c(c1)C(=O)N(CC1CCCO1)C2=O (stereo not drawn)
 : -4, i, 9, -9, i, i, 0.0, i, i, -2, i
- O=C1N[C@@H](Cc2ccccc2)C(=O)N2[C@@H]3N(S(=O)(=O)c4ccc(F)cc4)c4ccccc4[C@]3(Br)C[C@@H]12
 : nt, i, 19, nt, i, i, -0.8, i, i, 3, i
- COC(=O)c1ccccc1NC(=O)COC(=O)CSc1nnc(N)s1
 : -8, i, 14, -7, i, i, -0.5, i, i, -13, i
- Cc1nnc(SCc2ccccc2)n1CC1CCCO1 (stereo not drawn)
 : -1, i, 18, 19, i, i, -0.9, i, i, 3, i
- O=C(Cn1c(=O)oc2cc(S(=O)(=O)N3CCCC3)ccc21)N1CCN(c2ccccc2F)CC1
 : 2, i, 27, 6, i, i, -0.1, i, i, 1, i
- CC(C)N(Cc1nc(-c2ccc(Cl)cc2)no1)C(=O)/C=C/c1ccccc1
 : -7, i, -9, 10, i, i, -0.3, i, i, 4, i
- CS(=O)(=O)Nc1nnc(C2CCCC2)s1
 : 8, i, -35, -10, i, i, -0.1, i, i, -7, i
- C=CCn1c(SCn2nnc3ccccc3c2=O)nc2scc(-c3cccs3)c2c1=O
 : -6, i, 27, -28, i, i, 0.0, i, i, 4, i
- COc1ccc(CCn2c(-c3ccco3)nc3nc4ccccc4nc32)cc1
 : -5, i, -57, -6, i, i, 2.8, i, i, 16, i
- COc1ccccc1C(=O)NNC(=O)c1ccc2ccccc2c1
 : -3, i, -30, -35, i, i, -1.3, i, i, -9, i
- COc1ccccc1/C=C/C(=O)OCC(=O)Nc1cc(C(F)(F)F)ccc1N1CCOCC1
 : -2, nt, -1, -4, i, i, 1.7, i, i, 8, i
- Cc1cccc(C(=O)NCC(=O)NCC2COc3ccccc3O2)c1 (stereo not drawn)
 : nt, i, 10, nt, i, i, 1.1, i, i, -9, i
- O=C(Nc1ccc(F)cc1F)C1CCCN1S(=O)(=O)c1ccc(-c2ccc(=O)[nH]n2)s1 (stereo not drawn)
 : -3, i, -19, -12, i, i, -0.1, i, i, 8, i
- CC1(C)CCC(C)(C)NC(=S)N1
 : 6, i, -12, -5, i, i, -0.1, i, i, -9, i
- Cc1ccc(-n2cccc2/C=C2/NC(=O)N(CC(=O)Nc3cccc(C)c3)C2=O)cc1
 : -6, i, -1, 29, i, i, -0.4, i, i, 13, i
- O=c1[nH]cc(I)cc1I
 : 0, nt, -5, -17, i, i, -1.7, i, i, -3, i
- Cc1cccc(N(C(=O)c2ccc(CN3CCOCC3)o2)C(C(=O)NC2CCCCC2)c2ccc(F)cc2)c1 (stereo not drawn)
 : -4, i, 15, -16, i, i, -0.2, i, i, -5, i
- CCOC(=O)c1cccc(NC(=O)C2(S(=O)(=O)c3ccc(C)cc3)CC2)c1
 : 5, i, 12, 8, i, i, 0.0, i, i, 3, i
- NC(=O)c1c(N)sc2c1CCCC2
 : -1, i, -20, -22, i, i, -0.1, i, i, 6, i
- COc1ccc(C(=O)N=C2SC3CS(=O)(=O)CC3N2Cc2ccc(OC)c(OC)c2)cc1 (stereo not drawn)
 : 1, i, 20, 6, i, i, 0.3, i, i, -8, i
- COc1ccc(N(CC(=O)Nc2ccc3c(c2)OCO3)S(=O)(=O)c2ccccc2)c(OC)c1
 : 7, i, 4, -16, i, i, -1.0, i, i, -7, i
- O=[N+]([O-])c1ccc(OCCN2CCCCCC2)cc1
 : 1, i, -7, 1, i, i, -0.1, i, i, -15, i
- CCOc1ccc(Nc2nc(C)cc(C)c2C#N)cc1
 : -4, i, -14, -25, i, i, 0.0, i, i, 2, i
- COc1ccccc1N(C)C(=O)c1cc(S(=O)(=O)N2CCc3ccccc32)cn1C
 : 0, i, 13, 13, i, i, -0.1, i, i, -6, i
- Cc1nnc(NC(=O)CSc2nccn2-c2ccc(F)cc2)s1
 : 6, i, 9, -12, i, i, -0.8, i, i, -19, i
- O=C(C1CCCO1)N1CCN(C(=S)Nc2ccccc2C(F)(F)F)CC1 (stereo not drawn)
 : -6, i, 33, 0, i, i, -0.8, i, i, -1, i
- N/N=c1\sc2ccccc2n1-c1ccccc1
 : 1, i, 9, -23, i, i, 0.0, i, i, 5, i
- CC1(C)Cc2c(cnn2-c2ccccc2)C(=O)/C1=N\NC(=O)c1ccccc1N
 : -4, i, 12, -26, i, i, 2.2, i, i, 1, i
- COc1ccc(-c2ncncc2-c2ccc(OC)c(OC)c2)c(O)c1
 : -7, i, -13, -43, i, i, -0.5, i, i, 3, i
- COC(c1ccccc1)c1nnc(CCC(=O)N2CCN(Cc3cccs3)CC2)o1 (stereo not drawn)
 : 1, i, -7, -17, i, i, -0.5, i, i, -1, i
- CC1CC1c1ccc(/C=C(\C#N)C(=O)Nc2ccc(Cl)cc2Cl)o1 (stereo not drawn)
 : 0, i, -25, -3, i, i, 1.2, i, i, -3, i
- O=S(=O)(Cc1ccccc1)Nn1cnnc1
 : -1, i, 13, 0, i, i, 0.3, i, i, -4, i
- COc1ccccc1N(CN1CCCC1=O)C(=O)c1c(F)cccc1Cl
 : 2, i, -18, -12, i, i, -0.2, i, i, 2, i
- Nc1nnc(SCc2ccc3c(c2)OCO3)s1
 : -2, i, -27, -54, i, i, 0.5, i, i, -7, i
- Cc1cc(C)n(-c2ccc(C(=O)C(C#N)c3nc4ccccc4n3C)cc2)n1 (stereo not drawn)
 : -6, i, 5, -54, i, i, 0.1, i, i, 1, i
- CCOc1ccc(NC2=NCC(=O)N2CCc2ccccc2)cc1
 : 4, i, 4, -16, i, i, -1.3, i, i, 2, i
- N#CC1=C(N)C(C#N)(C#N)C(c2ccncc2)C2CN(C(=O)OCc3ccccc3)CC=C12 (stereo not drawn)
 : 0, i, -21, -24, i, i, -0.1, i, i, -12, i
- Cc1cc(C(=O)COC(=O)c2ccncc2)c(C)n1CCc1ccc(F)cc1
 : -1, i, -1, -21, i, i, 0.1, i, i, 1, i
- COc1ccc(Nc2nc(=O)c3cc([N+](=O)[O-])ccc3s2)cc1
 : 5, nt, 0, -28, i, i, 0.0, i, i, 3, i
- CCN(CC)S(=O)(=O)c1ccc(/C=C/C(=O)OCC(=O)N(C(C)C)C(C)C)cc1
 : -6, i, -15, 3, i, i, -0.4, i, i, -5, i
- CCOC(=O)C1=C(c2ccccc2)Nc2ncnn2C1c1cccc(OC)c1OC (stereo not drawn)
 : -1, i, 5, -6, i, i, -0.3, i, i, -1, i
- CC(OC(=O)Cc1n[nH]c(=O)c2ccccc12)C(=O)Nc1ccccc1[N+](=O)[O-] (stereo not drawn)
 : -4, i, 1, -23, i, i, 0.1, i, i, -2, i
- CN1CCC(=NNC(=O)CN(c2cccc(Cl)c2)S(C)(=O)=O)CC1
 : 1, i, -6, 3, i, i, -0.3, i, i, -4, i
- CC(=O)N1CCN(Cc2nc3cc(NC(=O)Nc4ccccc4)ccc3n2C)CC1
 : -13, i, -25, -8, i, i, 1.6, i, i, -8, i
- Cc1cc(C)nc(SCc2n[nH]c(=S)n2C)n1
 : -5, i, 22, -4, i, i, -0.5, i, i, 3, i

# Individual results from the list.
# CN1CCC(=NNC(=O)CN(c2cccc(Cl)c2)S(C)(=O)=O)CC1 in HIF act = -0.3
# CCN(CC)S(=O)(=O)c1ccc(/C=C/C(=O)OCC(=O)N(C(C)C)C(C)C)cc1 in IEC-6 cytotox = -6
# COc1ccc(Nc2nc(=O)c3cc([N+](=O)[O-])ccc3s2)cc1 in HIF act = 0.0
# Cc1cc(C(=O)COC(=O)c2ccncc2)c(C)n1CCc1ccc(F)cc1 in HIF act = 0.1
